# PAX8 reporter: PAX8 transcriptional activity inhibition; inhibition, % at 12.6 µM; RMG-I TPO-luciferase reporter, SteadyGlo, 24 h; 360,000 compounds, 1.2% hits;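 active = mean replicate inhibition at least 60% with every replicate also reaching 60%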;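 note: luciferase light reporting Pax8 driven TPO promoter activity; plate controls were median of neutral control wells for no effect and mitoxantrone controls for full effect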
# ARNT TACC3 PPI: ARNT/TACC3 interaction disruption | inhibition, % at 9.99 µM | 390,000 compounds, 0.66% hits | AID 623870 | AlphaScreen His-ARNT PAS-B/GST-TACC3 binding, luminescence; TACC3 fragment carries E629A point mutation;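 active = mean inhibition of replicates at least 50% and at least half of replicates each reaching 50%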;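 note: 0% = complete ARNT plus TACC3 wells and 100% = ARNT alone without TACC3; many hits fall short of the cut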
# Active calls of the source: *.
SMILES,PAX8 reporter,ARNT TACC3 PPI
O=c1c2ccccc2nc2ccc(N3CCOCC3)nn12,-140,19
CC(C)CNC(=O)CSc1nc(-c2cccs2)cc(C(F)(F)F)n1,21,5
COc1ccc(-c2csc(NC(C)=O)n2)cc1OC,-19,-1
Cc1cc(OCCCC(=O)NC2=NCCS2)ccc1Cl,0,-3
CCOc1ccc(NC(=O)CSc2nc(C)c3c(c2C#N)CCCC3)cc1,-28,-2
COc1ccc(-n2c(SCC(=O)Nc3cc(C)on3)nc3ccc(O)cc3c2=O)cc1OC,13,12
COc1cccc(C(=O)Nc2ccccc2C(=O)N2CCCC2)c1,4,0
COC(=O)C(CCSC)NC(=O)CNS(=O)(=O)c1ccc(Cl)cc1 (stereo not drawn),12,-3
CCOC(=O)c1csc(Nc2nc3ccc(F)cc3s2)n1,-40,-12
Cc1ccc(S(=O)(=O)Nc2cccc(NC(=O)CN3CCCCC3)c2)cc1,11,27
N#CCCCCn1c(-c2cncs2)nc2ccccc21,-22,30
N#CCSc1nnc(-c2ccc(S(=O)(=O)N3CCOCC3)cc2)n1CC1CCCO1 (stereo not drawn),-3,3
CC(C)CC(=O)Nc1ccc(C(=O)COc2ccc(-c3nnco3)cc2)cc1,-19,-5
COC(=O)C1C(O)=C(C=NCc2ccccc2)C(=O)CC1(C)C (stereo not drawn),5,-3
Nc1ccc(O)c(-c2nc3ccccc3s2)c1,-31,0
CC(C)(C)c1cc(CCC(=O)N2CCNCC2)c(C(C)(C)C)cc1O,-6,6
CCOC(=O)C1=C(c2ccccc2)NC(SCC(=O)Nc2ccccc2C)=C(C#N)C1c1ccco1 (stereo not drawn),5,-12
CCOc1ncccc1C(=O)NCC1COc2ccccc2O1 (stereo not drawn),-30,-5
CCOc1ccc(C(=O)OCC(=O)Nc2nc(OC)cc(OC)n2)cc1OCC,0,-17
Oc1[nH]c2ccccc2c1N=Nc1nc2ccccc2s1,-148,0
c1cncc(-c2nnc3sc(-c4ccco4)nn23)c1,-9,0
COc1ccc(C(=O)NCC23C=CC(O2)C2C(=O)N(Cc4ccccc4)C(=O)C23)cc1 (stereo not drawn),2,-2
CCCCn1c(SCc2ncc(-c3ccccc3)o2)nc2cc(S(N)(=O)=O)ccc21,33,-28
O=c1sc2ccccc2n1CCCOc1ccccc1,-205,-11
CCOC(=O)C(NCc1ccccc1OC)(NC(=O)CC)C(F)(F)F (stereo not drawn),2,1

# Some of these compounds in order of length of the SMILES, lowest first:
SMILES,PAX8 reporter,ARNT TACC3 PPI
N#CCCCCn1c(-c2cncs2)nc2ccccc21,-22,30
COc1ccc(-c2csc(NC(C)=O)n2)cc1OC,-19,-1
c1cncc(-c2nnc3sc(-c4ccco4)nn23)c1,-9,0

# Later entries
SMILES,PAX8 reporter,ARNT TACC3 PPI
CCOc1ccc(OCC)c(NC(=O)C2CCN(S(=O)(=O)c3cnc[nH]3)CC2)c1,-20,-1
CC(=O)c1ccc(N2CCC(c3cc(-c4ccc(Cl)cc4Cl)n[nH]3)CC2)c([N+](=O)[O-])c1,39,-11
CCCCCc1ccc(-c2ccc(=O)[nH]n2)cc1,-65,0
O=C(C(c1ccccc1)c1ccccc1)N1CCN(CC(O)COc2ccccc2)CC1 (stereo not drawn),24,-4
O=C(NCCc1ccncc1)Nc1cccc(Cl)c1,-13,12
CCOc1ccccc1NC(=O)NC1CCN(CC(=O)Nc2ccc3c(c2)OCCO3)CC1,14,1
O=C1CN(C(=O)CSc2nnc(C3CC3)n2-c2ccccc2)c2ccccc2N1,0,3
Cc1nc(N)[nH]c(=O)c1CCC(=O)OCC(C)C,-14,-1
CCCn1nc(Oc2nc(NCC)nc(NC(C)C)n2)ccc1=O,9,-5
COCCCn1c(SCc2nnc(-c3ccccc3)o2)nc2sc3c(c2c1=O)CCC3,-1,-6
O=C(CN1CCC(NC(=O)Nc2ccccc2-c2ccccc2)CC1)NCc1ccco1,-3,5
Nn1c(SCC(=O)Nc2ccc3c(c2)OCO3)nnc1-c1ccc(Cl)cc1,6,0
FC(F)(F)c1cnc(Oc2ccc(-c3nnco3)cc2)c(Cl)c1,6,-10
O=c1ccc(NS(=O)(=O)c2ccc(Cl)cc2)cn1Cc1ccc(Cl)c(Cl)c1,-8,11
Cc1sc2nc(SCC(N)=O)n(C)c(=O)c2c1C,-1,-3
COC(=O)c1cn(NC(=O)c2cccnc2)c(=O)c2ccccc12,-15,-5
O=C(Cc1n[nH]c(=O)[nH]c1=O)N/N=C/c1cccc(O)c1,2,3
O=C(Cn1[nH]c(=O)c2ccccc2c1=O)OCC(=O)N1CCCc2ccccc21,16,3
O=C(c1ccccc1F)N1CCN(c2ncccn2)CC1,14,-4
CCCc1nnc(NC(=O)c2cc(OC)cc(OC)c2)s1,-19,0
Cc1ccc(-c2nnc3c4ccccc4c(C)nn23)cc1S(=O)(=O)N1CCN(CCO)CC1,26,16
CCOC(=O)c1cnn2c(C)cc(-c3ccccc3)nc12,-201,-1
CCN(CC)C(=O)C1CCCN(Cc2ccccc2F)C1 (stereo not drawn),-3,-20
CCn1c(CNc2nc(-c3ccccc3)cs2)nnc1SCC(=O)NCc1ccccc1,24,-5
Cc1ccc(C(=O)COC(=O)CNC(=O)c2ccco2)cc1,-9,-2

# Additional compounds
SMILES,PAX8 reporter,ARNT TACC3 PPI
CCOC(=O)/N=C(/NC(=O)Nc1ccc(C(=O)OCC)cc1)OC,-15,3
Cc1occc1-c1nnc(SCC(=O)N2CCOCC2)n1CC(C)C,1,4
c1ccc(-c2noc(CSc3nnnn3C3CCCCC3)n2)cc1,-29,-11
O=C(NCc1ccccc1)c1cc2nc(C3CC3)cc(C(F)(F)F)n2n1,13,-25
COc1cnc(N(C)C)nc1Sc1cccc(Cl)c1,5,-11
O=C(OCC(=O)N1CCN(C(=O)c2ccco2)CC1)c1cc(-c2ccc(Cl)c(Cl)c2Cl)nc2ccccc12,13,-4
O=C(NCc1ccccn1)Nc1ccc(F)cc1,-53,-3
Cc1cccc(NC(=O)CS(=O)(=O)c2c[nH]c3ccccc23)c1C,-5,-1
O=C(CSc1nnnn1C1CCCCC1)N1c2ccccc2Sc2ccccc21,10,-1
CCc1nc(N2CCN(C(=O)c3ccco3)CC2)c2c3c(sc2n1)CCCC3,19,0
COCCNC(=O)C(c1ccc(C)o1)N(Cc1ccc(OC)cc1)C(=O)Cn1nnc2ccccc21 (stereo not drawn),8,-19
CC1CCc2cc(F)ccc2N1C(=O)CSc1nnc(-c2cccs2)n1C (stereo not drawn),30,-9
c1ccc(OCCOc2ncnc3sccc23)cc1,-101,-11
CC1CCCC(C(=O)O)N1C(=O)CCS (stereo not drawn),-4,-7
COc1ccc(S(=O)(=O)N(C)CC(=O)NCCC2=CCCCC2)cc1,-23,2
CC(C)CNC(=O)c1ccccc1NC(=O)Nc1ccccc1,-1,1
CC1=C(C(N)=O)C(c2cccnc2)n2nc(-c3cccc(Cl)c3)nc2N1 (stereo not drawn),14,-5
COc1ccccc1OCc1ccc(C(=O)NCc2cccnc2)o1,4,-4
CCCOc1ccc2c(=O)c(N3C(=O)c4ccccc4C3=O)c(C)oc2c1,-27,-14
CCOC(=O)Nc1ccc2c(c1)Nc1ccccc1S2,-2,10
Cc1nn(-c2cc(C)c3ccccc3n2)c2c1CCC2,-31,-1
CCOc1cccc(OCCOCCn2cnc3ccccc3c2=O)c1,9,21
Cc1sc2ncnc(Nc3ccccc3)c2c1C,-22,-2
CCCCOC(=O)CSc1nc(N)c(C#N)c(-c2ccc(OCC)cc2)c1C#N,15,0
COc1ccc(-c2cc(C3CCN(c4ncccc4[N+](=O)[O-])CC3)[nH]n2)cc1,17,6

# (continued)
SMILES,PAX8 reporter,ARNT TACC3 PPI
Cc1ccc(OC(=O)N2CCOCC2)cc1,1,-5
CCN(CC)S(=O)(=O)c1ccc(C(=O)NCc2ccc(C)cc2)cc1,4,-4
Cc1ccc(NC(=O)CCSc2nnc(-c3ccco3)o2)cc1,-4,-1
N/C(=N\OC(=O)Oc1ccccc1)c1ccc(Cl)cc1,-15,-6
Cc1cc([N+](=O)[O-])cnc1NC(C)c1ccccc1 (stereo not drawn),-7,-2
O=C(c1ccc2c(c1)OCCO2)N1CCN(Cc2ccccc2)CC1,-13,4
CC(C)c1nnc(NC(=O)C2CCN(c3cnccn3)CC2)s1,3,2
OCCN1CCN(CC(O)COc2ccc(-c3ccccc3)cc2)CC1 (stereo not drawn),-108,0
CCCC(=O)Nc1ccc(C(=O)Nc2nnc(COCC)s2)cc1,-13,-3
O=C(Nc1ccccc1)c1ccccc1OCC(O)CN1C(=O)c2ccccc2S1(=O)=O (stereo not drawn),-3,-3
O=C(COC(=O)c1ccc2c(c1)OCO2)NCc1ccc(Cl)cc1,-3,0
CC1=CCC2C(=O)N(c3cccc(C(=O)N(C)C4CCCCC4)c3)C(=O)C2C1 (stereo not drawn),-1,3
COCCn1nnnc1C(c1ccccn1)N1CCN(c2cc(Cl)ccc2C)CC1 (stereo not drawn),5,-10
OCC1OC(n2nnc3ccccc32)C(O)C(O)C1O (stereo not drawn),-15,-6
Cc1ccc(/C=N/NC(=O)c2csc(C)c2)o1,-6,5
Cc1cc(Cl)c(S(=O)(=O)NCC2CCCO2)cc1OCC(=O)NC1CCCCC1 (stereo not drawn),14,-19
COc1ccc(CCN2CNc3c(c(=O)n(C)c(=O)n3C)C2)cc1,8,1
Cc1ccc(CSc2nc3ccccc3c(=O)n2CCCC(=O)NCc2ccco2)cc1,-5,-7
O=C(COc1ccc(Cl)cc1)NCc1nnc(SCC(=O)N2CCCc3ccccc32)o1,17,-13
CC(=O)NS(=O)(=O)c1ccc(NC(=O)c2ccc(Br)o2)cc1,4,7
Cc1cc(=O)oc2cc(OC(C)C)ccc12,-27,-7
O=C(CN1CCOCC1)Nc1ccc(NC(=O)CN2CCOCC2)c(Cl)c1,-1,-7
CCC(C(=O)NCc1ccc(OC)cc1)n1nc(C)n2c(cc3occc32)c1=O (stereo not drawn),11,-1
CC(C)(C)NC(=O)CC(c1ccccc1)c1ccccc1O (stereo not drawn),-5,23
COc1ccc(C(C)=O)cc1CN1CCCCC1,-7,-6
Cc1cccc(C(=O)OCC(=O)Nc2ccc(N3CCCCC3)cc2)c1O,1,1
Cc1ccc(OC2=NS(=O)(=O)c3ccccc32)cc1,-1,5
COc1ccc(Br)cc1S(=O)(=O)N1CC(C)OC(C)C1 (stereo not drawn),4,-5
COc1ccccc1N1CCN(C(c2ccc(N(C)C)cc2)c2nnnn2CCc2ccccc2)CC1 (stereo not drawn),6,2
Cc1ccc2nc(CSc3nnc(-c4ccco4)o3)cc(=O)n2c1,13,4

# Nothing new here: entries from further up.
SMILES,PAX8 reporter,ARNT TACC3 PPI
Cc1ccc(OC(=O)N2CCOCC2)cc1,1,-5
CCN(CC)S(=O)(=O)c1ccc(C(=O)NCc2ccc(C)cc2)cc1,4,-4
Cc1ccc(NC(=O)CCSc2nnc(-c3ccco3)o2)cc1,-4,-1
N/C(=N\OC(=O)Oc1ccccc1)c1ccc(Cl)cc1,-15,-6
Cc1cc([N+](=O)[O-])cnc1NC(C)c1ccccc1 (stereo not drawn),-7,-2
O=C(c1ccc2c(c1)OCCO2)N1CCN(Cc2ccccc2)CC1,-13,4
CC(C)c1nnc(NC(=O)C2CCN(c3cnccn3)CC2)s1,3,2
OCCN1CCN(CC(O)COc2ccc(-c3ccccc3)cc2)CC1 (stereo not drawn),-108,0
CCCC(=O)Nc1ccc(C(=O)Nc2nnc(COCC)s2)cc1,-13,-3
O=C(Nc1ccccc1)c1ccccc1OCC(O)CN1C(=O)c2ccccc2S1(=O)=O (stereo not drawn),-3,-3
O=C(COC(=O)c1ccc2c(c1)OCO2)NCc1ccc(Cl)cc1,-3,0
CC1=CCC2C(=O)N(c3cccc(C(=O)N(C)C4CCCCC4)c3)C(=O)C2C1 (stereo not drawn),-1,3
COCCn1nnnc1C(c1ccccn1)N1CCN(c2cc(Cl)ccc2C)CC1 (stereo not drawn),5,-10
OCC1OC(n2nnc3ccccc32)C(O)C(O)C1O (stereo not drawn),-15,-6
Cc1ccc(/C=N/NC(=O)c2csc(C)c2)o1,-6,5
Cc1cc(Cl)c(S(=O)(=O)NCC2CCCO2)cc1OCC(=O)NC1CCCCC1 (stereo not drawn),14,-19
COc1ccc(CCN2CNc3c(c(=O)n(C)c(=O)n3C)C2)cc1,8,1
Cc1ccc(CSc2nc3ccccc3c(=O)n2CCCC(=O)NCc2ccco2)cc1,-5,-7
O=C(COc1ccc(Cl)cc1)NCc1nnc(SCC(=O)N2CCCc3ccccc32)o1,17,-13
CC(=O)NS(=O)(=O)c1ccc(NC(=O)c2ccc(Br)o2)cc1,4,7
Cc1cc(=O)oc2cc(OC(C)C)ccc12,-27,-7
O=C(CN1CCOCC1)Nc1ccc(NC(=O)CN2CCOCC2)c(Cl)c1,-1,-7

# An excerpt; rates above refer to the full screens.
